# Bioassay records (PubChem)
# SMARCA2 act: SMARCA2 function activation, primary screen. MG213 cells, MMTV-luciferase reporter, dexamethasone, overnight. activation, % at 9.1 µM. hit rate 1% among 370,000. AID 652017; in the data active = activation above about 7.8%;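 also: 0% = vehicle wells and 100% = reference activator wells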
# NPR1 activator: GC-A (human) enzyme activation; HEK293 GC-A cells, cGMP TR-FRET, EC30 ANP; 0% at EC30 ANP, 100% saturating ANP; activation, % at 10 µM; hit rate 0.14% among 370,000; in the data active = activation above about 40%
# PG9 binder: small molecules binding HIV-1 gp120 antibody PG9; hit rate 0.43% among 360,000; inhibition, % at 6.7 µM; TR-FRET gp120-PG9 antibody binding; in the data active = inhibition above about 8.5%
# ADAM17 inh: inhibits human ADAM17. inhibition, % at 6.95 µM. recombinant ADAM17, EDANS/DABCYL FRET peptide cleavage. P78536. hit rate 0.83% among 370,000. AID 720648;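 active = inhibition above the mean of compounds lying between control limits plus 3 SD, set per campaign, cut at about 8.5% in these data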;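 also: 0% = DMSO-only wells as the low control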
# Target sequence (P78536 215-824 limits assumed): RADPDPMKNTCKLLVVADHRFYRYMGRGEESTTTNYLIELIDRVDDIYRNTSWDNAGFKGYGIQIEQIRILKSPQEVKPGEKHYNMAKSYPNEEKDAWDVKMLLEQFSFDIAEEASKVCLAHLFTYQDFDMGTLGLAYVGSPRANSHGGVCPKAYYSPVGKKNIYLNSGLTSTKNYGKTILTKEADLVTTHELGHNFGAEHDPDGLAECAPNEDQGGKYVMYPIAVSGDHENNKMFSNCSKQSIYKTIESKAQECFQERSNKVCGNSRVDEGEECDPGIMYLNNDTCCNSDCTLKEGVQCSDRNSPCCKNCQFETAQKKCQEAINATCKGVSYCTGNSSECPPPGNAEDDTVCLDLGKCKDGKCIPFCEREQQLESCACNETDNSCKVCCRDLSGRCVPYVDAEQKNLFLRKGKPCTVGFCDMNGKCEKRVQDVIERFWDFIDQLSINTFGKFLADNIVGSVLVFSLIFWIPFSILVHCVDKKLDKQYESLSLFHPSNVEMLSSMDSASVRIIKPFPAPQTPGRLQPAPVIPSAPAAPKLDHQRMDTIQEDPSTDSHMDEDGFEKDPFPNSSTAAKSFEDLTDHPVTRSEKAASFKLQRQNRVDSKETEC
# FXN GAA850 act: frataxin GAA850 promoter activation. HEK293 lucGAA850 FXN promoter luciferase reporter, 24 h; percent of 10 µM SAHA response. hit rate 0.56% among 360,000. activation, % at 6 µM;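 active = activation above the average of all compounds screened plus 3 SD, cutoff fixed separately per campaign, cut at about 7.5% in these data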;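 also: 0% = DMSO wells and 100% = 10 µM SAHA wells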
# hgDAF12 agonist: agonists of H. glycines DAF-12 nuclear receptor; HEK293 GAL4-hgDAF12 UAS-luciferase reporter, agonist luminescence; normalized to butyrate control; hit rate 1.8% among 370,000; AID 687014; activation, % at 6.8 µM;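 active = activation above a cutoff set at the mean of all screened compounds plus 3 SD, cut at about 10% in these data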;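 also: 0% = DMSO wells and 100% = sodium butyrate wells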
# DAX1 inh-1: inhibits human nuclear receptor DAX1. P51843. HEK293 Gal4-DAX1 luciferase reporter, luminescence. inhibition, % at 6.75 µM. hit rate 0.99% among 340,000. AID 504766;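 active = inhibition above the mean over all tested compounds plus 3 SD, cut at about 4.2% in these data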;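 also: 0% = DAX1-transfected cells with DMSO and 100% = empty-vector control cells with DMSO; inhibition shows as a rise in luminescence from relieved DAX1 repression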
# Target sequence (P51843 207-470 limits assumed): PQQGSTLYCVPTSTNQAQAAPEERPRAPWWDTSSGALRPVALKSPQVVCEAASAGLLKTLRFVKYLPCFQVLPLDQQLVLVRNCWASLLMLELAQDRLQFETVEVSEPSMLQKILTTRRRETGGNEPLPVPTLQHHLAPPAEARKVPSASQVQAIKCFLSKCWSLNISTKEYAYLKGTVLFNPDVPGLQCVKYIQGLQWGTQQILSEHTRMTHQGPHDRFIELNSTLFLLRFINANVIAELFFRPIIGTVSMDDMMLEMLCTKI
# hcDAF12 agonist: activates DAF-12 receptor from parasite H. contortus. HEK293 hcDAF-12 lit1-tk-luc reporter, luminescence; 0% DMSO, 100% Δ7-dafachronic acid. activation, % at 6.8 µM. hit rate 1.4% among 370,000. AID 652067;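 active = activation above the mean of all tested compounds plus 3 SD, cut at about 5.5% in these data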;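 also: 100% = response to 3 µM Δ7-dafachronic acid high control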
# ADAM10 inh: inhibits human ADAM10; O14672; recombinant ADAM10, EDANS/DABCYL FRET peptide cleavage, 3 h; inhibition, % at 7 µM; hit rate 0.62% among 370,000; AID 720582;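 active = inhibition above a per-campaign cutoff equal to the mean of compounds falling between control-based bounds plus 3 SD, cut at about 20% in these data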;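 also: 0% = DMSO wells while the 100% control is not disclosed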
# ssDAF12 agonist: activators of S. stercoralis DAF-12 nuclear receptor; HEK293 ssDAF-12/GRIP1 lit1-tk-luc reporter, luminescence; % of 3 µM dafachronic acid response; activation, % at 6.8 µM; hit rate 1% among 370,000;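 active = activation above the mean over all tested compounds plus 3 SD, cut at about 0.9% in these data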;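 also: 0% = DMSO-only wells and 100% = 3 µM delta7-dafachronic acid wells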
# DAX1 inh-2: DAX1 (NR0B1) inhibition, primary screen; inhibition, % at 6.8 µM; HEK293T StAR-luciferase reporter, SF-1/DAX-1 repression relief; AID 652010; hit rate 1.1% among 370,000;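 active = inhibition above the mean over all tested compounds plus 3 SD, cut at about 3.6% in these data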;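 also: 0% = DAX-1 cells with DMSO and 100% = cells lacking DAX-1 with DMSO; higher inhibition means more luminescence from relief of DAX-1 repression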
# * = called active by the depositor; . = not tested or not shown.
# The opening two compounds, to show the layout:
SMILES,SMARCA2 act,NPR1 activator,PG9 binder,ADAM17 inh,FXN GAA850 act,hgDAF12 agonist,DAX1 inh-1,hcDAF12 agonist,ADAM10 inh,ssDAF12 agonist,DAX1 inh-2
Cc1cc(NCc2ccc(F)cc2)nc2cc(Cl)ccc12,-5,-1,0.5,-1,-0.2,2.6,1.5,4.1,-18,0.7,-0.2
CCOC(=O)C1CCCN(C(=O)c2cccc(S(=O)(=O)NCc3ccccc3)c2)C1 (configuration not stated),-2,-1,-0.9,-2,1.7,2.6,0.6,-1.9,-1,-1.0,-1.5

# All compounds of this part, from the start:
SMILES,SMARCA2 act,NPR1 activator,PG9 binder,ADAM17 inh,FXN GAA850 act,hgDAF12 agonist,DAX1 inh-1,hcDAF12 agonist,ADAM10 inh,ssDAF12 agonist,DAX1 inh-2
Cc1cc(NCc2ccc(F)cc2)nc2cc(Cl)ccc12,-5,-1,0.5,-1,-0.2,2.6,1.5,4.1,-18,0.7,-0.2
CCOC(=O)C1CCCN(C(=O)c2cccc(S(=O)(=O)NCc3ccccc3)c2)C1 (configuration not stated),-2,-1,-0.9,-2,1.7,2.6,0.6,-1.9,-1,-1.0,-1.5
O=C(Nc1ccccn1)c1cc2ccccc2o1,-3,-1,-0.4,1,-1.7,3.3,-3.6,10*,-7,-0.1,2.9
COC(=O)CCC(=O)OC1(C)C(=O)C=C2C=C(C3CC3)N(c3cccc(C#N)c3)C=C2C1=O (configuration not stated),0,-3,-1.3,-42,-0.1,0.1,1.2,-1.7,-148,-0.7,-0.2
COc1ccc(NC(=O)NCCN2CCN(c3cccc(Cl)c3)CC2)cc1,5,0,-2.0,4,-0.8,1.5,-0.4,0.2,3,-1.4,1.4
CCOC(=O)C1=C(COC(=O)CNS(=O)(=O)c2ccc(C)c(C)c2)NC(=O)NC1C (configuration not stated),-4,-4,0.2,-5,-1.5,-1.8,0.5,-0.5,-13,-0.8,-1.5
O=C(O)CSCc1ccc(Cl)cc1,-4,-1,-2.0,-2,4.0,0.9,1.4,0.5,-2,-1.0,-0.1
C#CCNC(=O)C1=C[C@@H](c2ccc(Br)cc2)[C@H](CCCO)[C@@H](OCC)O1,0,-1,0.8,1,-0.9,-2.5,0.3,1.1,-1,-1.3,0.0
CC(C)c1onc(C(=O)N2CCOCC2)c1[N+](=O)[O-],-1,-2,-0.9,5,0.4,-1.5,-0.7,-1.9,10,-0.6,-0.4
COCCN(C(=O)CC(C)(C)C)c1nnc(-c2cccnc2)s1,-1,-2,0.4,0,2.9,-2.5,1.0,-3.0,-3,-1.5,0.3
O=C(Nc1ccccc1OC(F)F)c1ccccc1,1,2,-1.1,-2,-1.0,-2.8,0.6,-1.1,4,-1.1,0.0
CCOC(=O)c1cccc(NC(=O)CSc2nnc(C3CCCCC3)n2CC)c1,-1,-5,0.1,-7,1.1,-1.6,-0.6,-1.6,1,-0.9,0.9
CCCN(Cc1nnc(-c2cccs2)o1)C(=O)CN1C(=O)NC2(CCC(C)CC2)C1=O (configuration not stated),-1,-2,-1.2,-2,1.8,0.4,-0.3,-0.6,-4,-1.4,0.5
N#Cc1ccccc1Cn1c(=O)n(CCC(=O)NCc2ccco2)c(=O)c2ccccc21,-2,4,2.0,0,-1.6,-0.2,0.8,-2.5,-4,-1.4,-0.1
O=S(=O)(Nc1ncccn1)c1cc(Cl)ccc1Cl,-3,-1,-3.0,-2,1.8,3.3,3.2,0.8,14,-0.4,-0.1
O=C(CNC(=O)c1ccc(N2C(=O)c3ccccc3C2=O)cc1)OCC(=O)c1ccccc1,0,2,-1.0,1,1.2,3.8,1.5,0.0,3,-0.9,0.2
COc1ccccc1CNC(=O)C[C@@H]1CC[C@H]2[C@@H](COC[C@H](O)CN2Cc2ccccc2)O1,-4,-3,0.1,-7,.,-1.1,.,0.7,-9,-0.6,-1.8
O=C(C1=C[C@@H](C2CC2)C[C@@H](OCCCCO)O1)N1CCN(Cc2ccccc2)CC1,-1,-2,-0.2,-2,0.2,2.0,0.7,-2.3,-17,-0.9,0.1
O=C(Nc1ccccc1)/C(=C/c1cccnc1)NC(=O)c1ccccc1,-3,2,-0.8,-6,-0.2,0.2,0.6,0.8,-4,-0.1,-0.1
O=C(Cn1ccc2ccccc2c1=O)NCCC(=O)NC1CCN(Cc2ccccc2)CC1,0,3,-0.3,0,-1.9,-0.5,1.9,-0.5,-5,-0.7,0.1
C/C(=N\NC(N)=O)c1ccc(Cl)cc1,1,1,0.8,-1,0.9,-0.3,2.6,-2.5,-3,-1.1,-0.1
O=C(OCc1ccccc1)[C@H](Cc1ccccc1)NC(=O)[C@@H]1CC=C[C@@H]2CCN(Cc3ccccc3)C(=O)[C@@H]21,.,-7,.,5,.,-1.2,.,-1.1,12,-1.9,.
O=C(CN1CCN(c2ccc(Cl)cc2)CC1)NCc1cccs1,1,3,-1.6,0,3.2,0.1,1.4,-0.9,8,-1.3,-0.1
Cc1ccc(-c2[nH]nc(N)c2N=Nc2ccccc2C)cc1,-2,-4,-0.2,9.7*,0.5,-1.4,-0.9,-2.0,15,-0.8,-0.2
Cc1ccc(CNC(=O)c2cc(-c3ccccc3C)n(CC3CC(c4cccc([N+](=O)[O-])c4)=NO3)n2)cc1 (configuration not stated),-2,-2,1.9,5,-2.4,-3.2,-1.0,-2.4,10,-1.5,-0.6
c1ccc(CNc2nc(-c3cccnc3)nc3ccccc23)cc1,-1,33,-1.4,0,2.5,-1.3,1.9,-3.5,3,-1.1,-0.6
Cc1cc(Cl)ccc1C(=O)C1CCCN(C(=O)CCn2cncn2)C1 (configuration not stated),-1,-2,-1.4,-4,1.9,3.2,-0.6,-0.4,3,-1.4,-1.7
Cn1cnc2c1c(=O)n(Cc1cccc(Cl)c1)c(=O)n2C,-1,6,1.2,-4,2.3,-0.8,-0.5,-0.3,-2,-1.5,-0.2
O=C(CN1C(=O)c2ccccc2C1=O)Nc1ccc2c(c1)OCO2,-4,-1,0.8,1,0.6,-0.7,0.1,-2.0,2,-1.3,-0.4
Cc1noc(C)c1C(=O)OC(C)C(=O)Nc1ccc(S(=O)(=O)NC(C)C)cc1 (configuration not stated),-4,4,-2.1,2,0.5,0.5,0.7,1.4,-4,-0.7,0.3
COc1ccccc1/C=N/NC(=O)CNC(=O)c1ccc(S(=O)(=O)N(C)C)cc1,-2,1,-0.3,0,2.8,2.1,1.2,0.4,-2,-1.0,-0.1
CC(C)(C)OC(=O)N1CCc2onc(-c3ccccc3F)c2C1=O,-5,2,-0.6,4,1.7,-1.4,0.2,-0.8,-4,-0.2,-0.6
COc1ccc(C(=O)NCC(=O)N/N=C/C=C/c2ccccc2)cc1OC,1,0,-2.4,-3,2.9,1.8,0.8,1.2,-1,-1.1,0.1
CCOC(=O)c1ccc(NC(=O)Nc2ccccn2)cc1,3,2,0.2,-1,7.0,3.3,-0.2,-0.2,-5,-1.6,1.6
CCC(CC)c1nnc(NC(=O)c2ccco2)s1,-2,4,1.5,0,2.5,0.1,0.9,0.8,2,-0.7,1.1
Cc1cc(=O)oc2cc(OCC(=O)Nc3cccc(S(=O)(=O)N(C)C)c3)ccc12,-2,6,-0.1,-6,0.0,0.1,-1.1,1.5,-14,-1.3,0.8
CCOCCCNC(=O)c1ccc(N2CCCC2)c(NS(=O)(=O)c2ccc(C)cc2)c1,1,-5,-3.7,4,1.3,-4.2,-0.2,-2.6,-2,-1.3,-0.3
COc1ccc(CNC(=O)C(c2ccncc2)N(C(=O)Cc2cccs2)c2ccccc2)cc1 (configuration not stated),-1,-16,0.7,0,-0.4,-1.8,1.5,-2.4,4,-1.5,0.5
CC1CCc2nc(NC(=O)CN3CCOCC3)sc2C1 (configuration not stated),2,4,0.3,-2,-0.1,1.3,0.6,3.8,0,-0.5,0.1
N#Cc1c(Nc2ccc(F)cc2)sc(C(=O)c2ccccc2)c1N,-5,2,-2.7,-7,2.7,-3.2,-1.9,-2.1,-31,-1.8,-2.0
C[C@H](CO)N1C[C@H](C)[C@@H](CN(C)C(=O)Nc2ccccc2)Oc2c(NC(=O)Cc3ccccc3)cccc2C1=O,2,-2,1.7,3,-0.1,0.7,-0.7,-0.6,1,-1.6,-0.7
O=C(/C=C/c1ccccc1Cl)NC1CCCCC1,4,-3,0.8,-3,5.4,4.8,0.0,1.6,2,-0.7,0.6
COc1ccccc1CNC(=O)[C@H](C)NC(=O)C1CCN(C(=O)[C@@H](N)CC(C)C)CC1,0,0,-1.1,0,-1.0,1.8,3.2,-0.2,-6,-1.2,0.9
Cc1c(NC(=O)c2cc(-c3ccco3)on2)c(=O)n(-c2ccccc2)n1C,-3,0,0.7,3,1.9,-1.8,0.8,-0.8,5,-1.0,-0.9
Cc1cc(NC(=O)C(C)SCC(=O)Nc2ccc(Br)cc2Br)no1 (configuration not stated),-2,-3,-1.0,1,1.9,0.2,0.8,-0.9,-4,-0.9,0.1
CCC(CC)COC(=O)C(C#N)c1nc2ccccc2nc1N1CCOCC1 (configuration not stated),-2,0,-0.6,0,1.0,-2.6,0.0,-1.1,-5,-1.1,-0.6
Cc1nnn(C23CC4CC(CC(CC(=O)Nc5cccc(F)c5)(C4)C2)C3)n1,2,-1,-1.0,0,0.7,3.2,0.2,1.2,8,-1.2,0.1
Cc1ccc2nc(N(CCN(C)C)C(=O)/C=C/c3cccs3)sc2c1,1,-5,-1.5,-9,1.7,1.1,-1.7,0.1,-56,-0.8,0.2
COc1cccc(CCNC(=O)c2ccc(C#N)cc2)c1,0,3,-1.0,-3,-1.8,2.3,1.1,1.0,2,-0.6,0.7
COCCSc1nnc(NC(=O)C2CC(=O)N(c3ccc(C)cc3)C2)s1 (configuration not stated),1,2,1.4,2,2.6,-1.2,3.1,-0.1,0,-1.3,-0.2
O=C(Nc1ccccc1Cl)c1cc[n+](Cc2ccc([N+](=O)[O-])cc2)cc1,-4,6,-0.1,-3,-1.0,-2.5,-0.6,0.0,-3,-0.4,-0.4
CCOc1ccc(NC(=O)CN(C)C(=O)c2ccccc2Cc2ccccc2)cc1OCC,-4,1,0.2,0,-0.7,-3.6,0.2,-1.4,1,-1.4,-1.0
O=C(/C=C\c1ccc2c(c1)OCO2)NC1(C(=O)Nc2ccc3c(c2)OCCO3)CCCCC1,0,-6,-2.0,-19,-7.9,0.8,-0.8,-0.3,-38,-1.3,-0.4
Cn1c(-c2ccc(-c3ccccc3)cc2)c[nH]c1=S,0,1,0.3,-5,3.3,6.2,0.3,0.0,-16,-1.4,-0.5
Cc1cccc(OCCC(=O)Nc2ccc(C)c(S(=O)(=O)N3CCCCC3)c2)c1,-7,1,-1.5,14*,0.3,-3.7,-2.2,-4.5,26*,-1.9,-1.3
O=C(N/N=C/c1ccc(N2CCOCC2)s1)c1ccccc1Cl,1,-3,-13,2,3.7,2.8,-0.1,1.9,-13,-0.6,0.9
COc1ccc(CC(C)CC(=O)Nc2ccc(OC)cc2)cc1 (configuration not stated),-2,-5,-0.7,4,0.7,-0.2,-0.3,-0.6,4,-1.0,1.2
CCN(CC)C(=O)C(=O)c1cccn1-c1cccc(Cl)c1C#N,1,3,-2.2,-4,-0.8,-0.8,0.1,-0.6,7,-0.4,0.3
Cc1ccc(CN2C(=O)N/C(=C\c3ccc(N4CCOCC4)cc3)C2=O)cc1,5,-1,-4.7,1,2.9,-1.1,-0.8,-0.1,0,-1.3,-0.3
